Rac1 wt GTP bind: alters GTP binding to wildtype human Rac1; GST-Rac1 beads, fluorescent GTP binding, flow cytometry; actives lie on both sides; 0 = cold GTP competed, 100 = untreated; 190,000 tested, 0.27% active; AID 757; GTP binding activity (% of control), % at 10 µM;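 active = GTP binding activity at least 20 points away from the 100% control level, either lower or higher; inconclusive = compound flagged as likely green fluorescent, judged across all proteins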
Avidin bead fluor: avidin bead compound fluorescence profile; Avidin beads, compound fluorescence 488/530 nm, flow cytometry; stronger effect = higher value; fluorescence (KMESF) at 10 µM; 220,000 tested, 0.38% active; in the data active = fluorescence above about 47; note: inactives centre near 10
Cdc42 wt GTP: modulators (inhibitors or activators) of GTP binding to human Cdc42 wildtype. GST-Cdc42 beads, Bodipy-GTP binding, flow cytometry; actives lie on both sides. percent activity (GTP binding), % at 10 µM. 190,000 tested, 0.2% active. AID 761;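 active = percent activity GTP binding at least 20 points away from the 100% baseline, either down as inhibitor or up as activator; inconclusive = compound flagged as likely green fluorescent from well-wide comparison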;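 note: median bead fluorescence of bound Bodipy-FL-GTP at 100 nM; 0% = excess unlabeled GTP control and 100% = no compound control; below 100% means less GTP binding so inhibitor and above means activator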
Target sequence (P60953 whole entry, looked up): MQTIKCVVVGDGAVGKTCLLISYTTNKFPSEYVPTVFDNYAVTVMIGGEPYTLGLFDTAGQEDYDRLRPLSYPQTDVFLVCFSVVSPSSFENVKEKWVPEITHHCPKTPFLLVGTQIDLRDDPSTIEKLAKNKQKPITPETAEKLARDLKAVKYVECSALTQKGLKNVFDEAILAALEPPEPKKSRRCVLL
Rab2A wt mod: changes GTP binding to wildtype dog Rab2A, up or down. GST-Rab2 wt beads, Bodipy-GTP binding, flow cytometry. GTP binding activity, % at 10 µM. 190,000 tested, 0.19% active;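 active = GTP binding activity at least 20 points away from 100%, either lowered or raised; inconclusive = signal likely due to the compound's own green fluorescence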;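 note: 0% = beads with excess unlabeled GTP and 100% = no-compound control corrected for plate trend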
Mcl1-Noxa inh: disrupts binding of human Mcl-1 to Noxa peptide; Q07820; TR-FRET Mcl-1/Noxa peptide binding, 2 h; inhibition, % at 21.7 µM; 220,000 tested, 1.5% active; AID 1022;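 active = compounds that cut the protein-peptide binding signal by more than 50% relative to plate controls in a single-dose test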;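 note: His-tagged Mcl-1 with rhodamine Noxa BH3 peptide and terbium anti-His antibody; 0% = Mcl-1 plus Noxa peptide wells and 100% = peptide-only wells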
HRas wt GTP: human HRas wildtype GTP binding, change in either direction | P01112 | GST-Ras wt beads, Bodipy-FL-GTP binding, flow cytometry; actives lie on both sides | GTP binding activity, % at 10 µM | 190,000 tested, 0.14% active | AID 759;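 active = GTP binding activity at least 20% away from the 100% baseline, either lowered as inhibitor or raised as activator; inconclusive = flagged as likely green fluorescent, judged across all proteins in the well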;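 note: 0% = unlabeled GTP competition control and 100% = no-compound control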
Target sequence (P01112 whole entry, looked up): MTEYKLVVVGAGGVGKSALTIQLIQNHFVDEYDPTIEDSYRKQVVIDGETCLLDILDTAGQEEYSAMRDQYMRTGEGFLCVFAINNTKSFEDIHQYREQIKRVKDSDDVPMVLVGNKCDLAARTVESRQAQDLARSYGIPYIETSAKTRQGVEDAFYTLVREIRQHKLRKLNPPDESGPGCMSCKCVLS
Pf gametocyte: kills late stage P. falciparum gametocytes; P. falciparum stage V gametocytes, ATP luminescence, 24 h; inhibition, % at 10.9 µM; 150,000 tested, 0.065% active; AID 743093;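 active = inhibition above the mean plus 3 SD of compounds within the control limits, set per campaign, cut at about 38% in these data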;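 note: 0% = DMSO wells and 100% = medium only without gametocytes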
ABCG2 inh: blocks JC-1 efflux by human ABCG2 transporter; Q9UNQ0; IgMXP3 cells, flow cytometry; inhibition, % at 6.6 µM; 190,000 tested, 0.1% active;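 active = inhibition above 80%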;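 note: 0% = DMSO and 100% = nicardipine control wells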
Target sequence (Q9UNQ0 whole entry, looked up): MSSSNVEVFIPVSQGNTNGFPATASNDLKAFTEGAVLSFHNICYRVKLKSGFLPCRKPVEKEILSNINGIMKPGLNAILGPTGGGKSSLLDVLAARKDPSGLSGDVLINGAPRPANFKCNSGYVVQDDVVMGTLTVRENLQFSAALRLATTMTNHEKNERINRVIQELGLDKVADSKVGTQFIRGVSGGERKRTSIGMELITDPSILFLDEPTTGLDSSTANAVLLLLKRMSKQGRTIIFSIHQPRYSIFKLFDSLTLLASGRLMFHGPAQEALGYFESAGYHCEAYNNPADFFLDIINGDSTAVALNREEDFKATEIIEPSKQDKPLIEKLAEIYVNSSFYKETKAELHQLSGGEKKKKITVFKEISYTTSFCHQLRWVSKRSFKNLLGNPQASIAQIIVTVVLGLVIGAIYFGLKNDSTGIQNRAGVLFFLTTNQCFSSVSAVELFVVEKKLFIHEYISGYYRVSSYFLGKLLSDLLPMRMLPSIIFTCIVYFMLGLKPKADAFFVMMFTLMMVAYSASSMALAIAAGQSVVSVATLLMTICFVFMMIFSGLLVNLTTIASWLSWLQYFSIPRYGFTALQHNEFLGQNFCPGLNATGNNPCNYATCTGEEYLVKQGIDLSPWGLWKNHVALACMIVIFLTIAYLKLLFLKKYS
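Incubation: cells with compound and JC-1, 10 min at 25 °C, rotating, no wash / Test system: IgMXP3 (ABCG2) plus far-red-tagged CCRF-Adr (ABCB1) cells / Compound dosing: one concentration, 6.6 µM final / Also added: JC-1 fluorescent substrate / Evaluation: efflux inhibition in percent versus controls / Detection: flow cytometry, 530 nm JC-1 signal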
Rab7 wt modul: dog Rab7 wildtype GTP binding, inhibitors and activators | GST-Rab7 beads, fluorescent GTP binding, flow cytometry; actives lie on both sides; untreated = 100%, excess cold GTP = 0% | GTP binding activity (percent of control), % at 10 µM | 190,000 tested, 0.055% active | AID 758;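 active = fluorescent GTP binding to Rab7 beads changed by at least 20 points from the 100% baseline, either direction, mostly lower; inconclusive = compound itself probably fluorescent, or too few beads counted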;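 note: median green fluorescence of bound Bodipy-FL-GTP per Rab7 bead population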
ABCB1 block: inhibitors of human ABCB1 transporter, ABCG2 counter-screen | P08183 | CCRF-Adr cells, JC-1 efflux, flow cytometry | inhibition, % at 6.6 µM | 190,000 tested, 0.067% active | AID 1326; in the data active = inhibition above about 40%;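 note: 0% = vehicle and 100% = reference inhibitor; higher value means more JC-1 retained so stronger ABCB1 efflux block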
Rac1 act GTP bind: modulators of GTP binding to human Rac1 activated mutant. AID 764. GST-Rac1 activated beads, fluorescent GTP binding, flow cytometry; actives lie on both sides; 100% means binding = to untreated wells. 190,000 tested, 0.11% active. P63000. percent activity (GTP binding), % at 10 µM;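 active = GTP binding at least 20 percentage points away from the 100% baseline, in either direction, so actives lie on both sides; inconclusive = Compound likely fluorescent itself, or too few beads counted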
* hit, by the source's call; ? = inconclusive; / = not tested or not shown.

SMILES	Rac1 wt GTP bind	Avidin bead fluor	Cdc42 wt GTP	Rab2A wt mod	Mcl1-Noxa inh	HRas wt GTP	Pf gametocyte	ABCG2 inh	Rab7 wt modul	ABCB1 block	Rac1 act GTP bind
Cc1ccc(NC(=O)C(NS(=O)(=O)c2cccc3nsnc23)C(C)C)nc1 (stereo not given)	101	9	102	100	11	101	/	5	100	0.8	99
CCOC(=O)C1=C(Cc2ccc(C)cc2)C(=O)c2ccccc2C1=O	103	3	100	97	67*	100	/	1	96	1.3	97
O=C(NC(=S)Nc1ccc2c(c1)OCO2)c1ccc(Cl)cc1	101	3	99	96	9	97	3	-5	100	-0.6	97
O=C(c1ccc(CN2CCOCC2)cc1)N1CCC(Cc2ccccc2)CC1	103	91*	100	99	2	101	/	1	102	0.5	99
COc1ccc(Br)cc1CNC(C)c1ccccc1 (stereo not given)	105	3	100	96	25	99	22	1	98	0.0	103
O=C1CNC(=O)N1Cc1ccc(Br)cc1	105	7	102	103	-5	101	/	0	103	0.2	99
CCCn1c(SCC(=O)Nc2nnc(C)s2)nnc1-c1ccoc1C	108	29	103	103	0	101	/	4	101	0.6	99
CCc1ccc2c(COC(=O)CNS(=O)(=O)c3ccc(NC(C)=O)cc3)cc(=O)oc2c1	98	8	100	97	5	96	-23	-11	99	-1.5	97
O=C(Cn1cc(C(=O)C(F)(F)F)c2ccccc21)NCc1ccco1	101	8	101	104	22	100	10	11	106	0.6	97
CC(NC(=O)Nc1ccc(Br)cc1)C(C)(C)C (stereo not given)	95	10	101	92	1	96	-7	10	99	0.0	94
Cc1c(C(=O)OC(C)CCN(C)C)oc2ccccc12 (stereo not given)	104	10	105	102	14	102	13	2	100	0.5	100
c1ccc(CSc2nnc(NC3=NCCCCC3)s2)cc1	101	5	100	96	-18	98	-22	0	98	-0.1	100
Cc1c(Cl)c(C(F)(F)F)nn1CC(=O)N1CCSCC1	98	20	97	96	-12	96	/	-2	91	-0.1	95
COc1ccc(C)cc1S(=O)(=O)N(CC(=O)Nc1cccc([N+](=O)[O-])c1)c1ccc(C)cc1	99	3	100	98	5	96	8	-5	97	0.3	95
O=C(N/N=C/c1cc([N+](=O)[O-])cc([N+](=O)[O-])c1O)/C(=C\c1cccs1)NC(=O)c1ccccc1	89	10	88	83	-30	86	/	-6	88	-0.9	84
N#CCCn1cc(/C=N/NC(=O)c2ccncc2)c(-c2ccccc2)n1	101	15	100	100	14	98	6	1	98	0.2	101
Cc1ccc2[nH]c(=O)c(CN(Cc3nnnn3Cc3ccccc3)C3CCCC3)cc2c1	103	8	104	104	-1	105	/	2	103	2.1	102
O=C(CCc1nnc(CCCc2ccccc2)o1)NCCc1ccco1	102	11	99	96	14	96	-11	2	95	0.8	98
O=C(CCCn1c(SCC(=O)NCC2CCCO2)nc2ccccc2c1=O)NCc1ccccc1 (stereo not given)	99	11	98	97	-11	99	9	54	98	0.4	96
c1cn(CCCNC2=NCCCCC2)cn1	94	8	97	94	-7	96	/	6	91	0.4	94
NC(=O)CSc1oc(-c2cccs2)nc1S(=O)(=O)c1ccccc1	95	25	96	97	26	97	/	-1	99	-0.1	93
COC(=O)c1ccc(OCCN2CCCCCC2)cc1	98	11	98	97	15	95	21	-1	94	0.5	96
COCCCNC(=O)c1ccc(-c2csc(C)n2)cc1	97	15	92	94	-20	93	24	1	99	0.0	95
Cc1ccc(S(=O)(=O)N2CCC(n3nnc4cc(C)ccc43)CC2)cc1	101	22	99	98	-8	97	/	6	93	1.7	96
CCOC(=O)C(CO)(NC(C)=O)C(=O)OCC	103	7	98	99	4	99	/	1	97	0.2	100
CCOC(=O)c1c(C)n(-c2ccc(C)cc2)c2c(C(C(C)=O)C(=O)O)c(Br)c(O)c(O)c12 (stereo not given)	96	12	101	101	24	100	5	0	95	-0.3	96
CC(NC(=O)c1ccc(Cl)cc1)C(=O)N1CCCCC1 (stereo not given)	102	6	100	101	19	103	/	0	101	0.3	100
Cn1nnc2cc(C(=O)Nc3ccccc3)ccc21	101	7	99	97	2	98	-15	9	97	0.0	96
COc1ccc(Cl)cc1C(=O)Nc1nnn(C)n1	109	6	107	102	2	103	/	2	101	0.1	102
CC(=O)N(CCCCl)C(C#N)c1ccccc1 (stereo not given)	101	2	99	100	16	101	/	21	101	3.7	101

Profiles as entered above. Order of values: Rac1 wt GTP bind	Avidin bead fluor	Cdc42 wt GTP	Rab2A wt mod	Mcl1-Noxa inh	HRas wt GTP	Pf gametocyte	ABCG2 inh	Rab7 wt modul	ABCB1 block	Rac1 act GTP bind
`Cn1nnc2cc(C(=O)Nc3ccccc3)ccc21` in the list: 101	7	99	97	2	98	-15	9	97	0.0	96
`NC(=O)CSc1oc(-c2cccs2)nc1S(=O)(=O)c1ccccc1` in the list: 95	25	96	97	26	97	/	-1	99	-0.1	93

Carrying on:
SMILES	Rac1 wt GTP bind	Avidin bead fluor	Cdc42 wt GTP	Rab2A wt mod	Mcl1-Noxa inh	HRas wt GTP	Pf gametocyte	ABCG2 inh	Rab7 wt modul	ABCB1 block	Rac1 act GTP bind
Cc1ccc2[nH]c(O)c(N=NC(=O)CCc3ccccc3)c2c1Br	102	8	100	101	19	101	-30	8	98	1.0	100
Cc1cc(C(=O)Nc2c(C)nn(Cc3ccccc3Cl)c2C)no1	93	1	93	91	4	91	2	2	91	0.9	90
CCCN1C2CCCC1CC(NC(=O)c1ccc(F)cc1)C2 (stereo not given)	99	4	99	98	15	100	/	-1	96	-1.3	96
COc1cccc(C(=O)Cn2c(=O)n(CC3CCCO3)c(=O)c3ccccc32)c1 (stereo not given)	98	9	97	100	4	97	2	3	98	0.9	98
O=S(=O)(N1CCCCC1)N1CCCN(S(=O)(=O)N2CCCCC2)CC1	102	36	101	97	28	97	-13	1	98	0.5	99
CC1CN(S(=O)(=O)c2cccc(C(=O)Nc3ccc(S(=O)(=O)Nc4ncccn4)cc3)c2)CC(C)O1 (stereo not given)	95	9	95	101	3	93	27	-1	95	-0.1	96
COc1ccc(C(=O)/C=C/Nc2ccc(S(=O)(=O)Nc3nc(C)cc(C)n3)cc2)cc1OC	79*	12	89	88	19	91	4	0	92	0.0	87
O=C(Nc1ccc(F)cc1)c1cccc2c1C(=O)N(Cc1ccccn1)C2	96	17	99	97	14	98	0	8	96	1.7	97
COc1ccc(-c2cc(C(F)(F)F)n3ncc(C(=O)Nc4c(C)n(C)n(-c5ccccc5)c4=O)c3n2)cc1	99	11	96	94	-7	94	/	0	95	0.7	96
CCN(C(=O)c1c(-c2ccccc2)noc1C)c1ccccc1	100	11	100	101	16	99	/	1	102	0.9	98
CC1=NN(/C(=N\c2nnc(C)s2)Nc2ccccc2)[C@H](c2ccc(C)cc2)S1	101	6	96	99	7	96	2	3	95	0.1	95
CN=CC1=C(O)C(C(=O)OC)C(C)(C)CC1=O (stereo not given)	91	8	91	96	8	91	13	1	100	-0.7	92
CC1CCCC/C1=N\Nc1ccc(S(N)(=O)=O)cc1[N+](=O)[O-] (stereo not given)	99	5	95	95	3	98	/	4	95	0.3	96
O=C(c1cc(-c2ccccc2O)on1)N1CCc2ccccc2C1	100	7	99	99	11	101	/	1	99	0.2	98
CCCOC(=O)c1cc(NC(=O)/C=C/c2ccccc2)ccc1O	96	11	98	98	-2	99	-1	1	100	0.0	95
CCN1C(=O)S/C(=C/c2ccc(Oc3ccc([N+](=O)[O-])cn3)c(OC)c2)C1=O	105	10	105	99	13	100	/	22	107	1.7	96
CC(=O)Nc1ccc(NS(C)(=O)=O)cc1	98	14	98	95	6	98	/	5	94	1.0	98
O=C(Nc1ccc(O)c(-c2nc3ccccc3s2)c1)c1cc(=O)c2ccccc2o1	104	10	104	101	51*	99	-9	-2	101	-0.8	100
Cc1ccccc1/C=N/Nc1ccc(Cl)nn1	98	9	96	96	2	97	10	9	106	0.4	98
COC(=O)CN(c1ccc(Cl)cc1C)S(C)(=O)=O	96	10	93	96	3	94	8	1	96	-0.3	94
C#CCOCCOCCOCCNc1nc(N2CCN(C(=O)Cn3cc(CCCCN)nn3)CC2)nc(N2CCN(C(=O)[C@H](C(C)C)n3cc(CCO)nn3)CC2)n1	102	11	102	100	-12	100	/	0	103	0.0	97
Cc1cc(Br)ccc1NC(=O)C1CCCO1 (stereo not given)	107	13	104	100	4	101	/	1	101	0.0	100
COc1ccc(C(=O)NC(=S)NC(C)(C)C)cc1Br	97	11	98	98	2	99	/	30	102	0.5	95
O=C(NCc1ccc(F)cc1)c1cccc(S(=O)(=O)N2CCCC2)c1	?	37	?	?	-1	?	-13	0	?	0.1	?
CCC(=O)NC(=S)Nc1ccc(NC(=O)CC)cc1	103	3	104	101	18	102	17	2	109	0.1	99
O=CC1=C(N2CCOCC2)/C(=C/c2ccc(Cl)cc2)CC1	100	5	91	95	12	96	-21	0	106	-0.2	90
Cc1ccc(CN2CCN(/N=C/c3cc(Br)cc(Br)c3O)CC2)c(C)c1	?	11	?	?	3	?	-4	-1	?	-0.2	?
CCCS(=O)(=O)N1CCN(CCN2C(=O)c3cccc4cccc(c34)C2=O)CC1	98	11	96	96	-20	94	-13	1	97	1.8	93
COC(=O)c1ccc(C2CC(=O)Nc3cc(OC)c(OC)c(OC)c32)cc1 (stereo not given)	102	14	98	99	-9	100	/	1	103	1.3	98
CCOC(=O)N1CCN(C(=O)CSc2cc(C)nc3c(-c4ccccc4OC)c(C)nn23)CC1	101	14	101	101	-12	100	/	8	99	3.5	101
CCc1nnc(NC(=O)C=C(C)C)s1	103	22	98	98	-13	99	/	1	97	0.1	99
CN(C)CC(C)(C)CNC(=O)c1cc(Br)cc(Br)c1O	93	10	93	95	0	93	17	3	101	-0.5	92
COc1ccc(S(=O)(=O)Nc2nc3n(n2)C(c2ccc(Cl)cc2)CC(=O)N3)cc1 (stereo not given)	97	10	101	103	5	102	/	0	94	0.2	99
CSC1=N/C(=C\c2c(F)cccc2Cl)C(=O)S1	98	3	99	97	3	98	24	5	102	0.9	98
COc1cccc(CN2CCN(Cc3cccc4c3OCO4)CC2CCO)c1 (stereo not given)	96	10	97	97	7	95	7	10	104	1.0	94
COc1cc(C(=O)Nc2ccc3oc(-c4cccnc4)nc3c2)cc(OC)c1OC	93	20	91	95	-2	96	2	1	103	0.1	93
O=C(COC(=O)C1CC(=O)N(Cc2ccccc2)C1)c1ccc(F)cc1 (stereo not given)	103	23	100	97	6	99	/	1	94	0.4	97

From PubChem

Random draw from the library. Share with any hit: about 2.3%.
